# Screening data as filed in PubChem.
# TNAP activation fold = human TNAP enzyme activators, primary screen, biochemical, luminescent, no phosphate acceptor, uHTS (AID 1001) | activation fold at 20 µM; hits with a dose series show EC50 in µM | purified TNAP, luminescent activation assay, no phosphate acceptor; higher activation fold means a stronger effect | hit rate 0.03% among 200,000; in the data active means activation fold from about 3, or a potency from the dose series; inactive means the rest, 99 in 100 with activation fold below about 1.6; further: many of its hits are not listed in these tables
# NOD2 inhibition = NOD2 signaling inhibitors, cell-based, luminescence, uHTS, HEK293 (AID 1566) | one-dose inhibition, % at 4 µM; EC50 in µM for titrated hits | hit rate 0.63% among 290,000 | HEK293 NOD2/NF-kB luciferase reporter, luminescence; higher % means a stronger effect; further: many of its hits are not listed in these tables
# ER stress rescue = protection against thapsigargin-triggered cell killing – 384-well, CSM14.1, ATP luminescence, primary screen (AID 1222); CSM14.1 thapsigargin-induced death rescue, ATP luminescence; higher % means a stronger effect; 190,000 tested, under 10 active; cellular ATP content (survival), % at 20 µM; hits with a dose series show EC50 in µM;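 active means EC50 below 50 µM in the dose-response confirmation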;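 further: death triggered by thapsigargin at about 15 µM added after 2 h compound pretreatment; cell ATP read after overnight thapsigargin exposure of roughly 18 to 22 hours; normalized against plate controls of thapsigargin alone and 5% DMSO vehicle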
# GPR55 beta-arrestin = selective activators of receptor GPR55 – imaging, U2OS cells, beta-arrestin-GFP redistribution, primary screen (AID 1961); U2OS GPR55 beta-arrestin-GFP redistribution imaging; higher % means a stronger effect; activation, % at 10 µM, or EC50 in µM where a hit was titrated; hit rate 0.048% among 290,000;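 active means activation above 40% with more than 50 cells counted in the well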;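 further: U2OS osteosarcoma cells stably expressing GPR55 and beta-arrestin-GFP; plate controls were DMSO negative control for no effect and LPI positive control for full effect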
# Yfh1-off respiration = enhancers of respiration in Yfh1-depleted yeast, dose response, Friedreich's ataxia, plus single-dose screen (AID 1465) | S. cerevisiae Yfh1-off respiration, WST-1 reduction, 72 h; higher fold induction means a stronger effect | fold induction at 50 µM, or EC50 in µM where a hit was titrated | hit rate 0.074% among 220,000;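 active means fold induction of absorbance versus untreated yeast above a set limit, then at least 30% activation at any dose in follow-up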;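 further: activators that raise dye reduction in frataxin-depleted yeast; strong numbers were not always called active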
# KOR beta-arrestin-1 = kappa opioid receptor blockers – cell-based, luminescence, uHTS (AID 1778) | KOR beta-arrestin recruitment, luminescence, antagonist mode; higher % means a stronger effect | inhibition, % at 10 µM; hits with a dose series show IC50 in µM | hit rate 0.091% among 290,000; further: strong numbers were not always called active
# KOR beta-arrestin-2 = kappa opioid receptor activators – cell-based, luminescence, uHTS, primary screen (AID 1777); KOR beta-arrestin recruitment, luminescence; higher % means a stronger effect; activation, % at 10 µM, or EC50 in µM where a hit was titrated; hit rate 0.02% among 280,000; in the data active means activation above about 50%, passing the limit was not always enough; further: a part of the inactive calls stands beside numbers as strong as those of hits
# NOD1 inhibition = inhibition of NOD1-driven NF-kB reporter – cell-based, luminescence, uHTS, primary screen (AID 1578); NOD1-driven NF-kB luciferase reporter cells, luminescence; higher % means a stronger effect; inhibition, % at 4 µM; hits with a dose series show EC50 in µM; hit rate 1% among 290,000; in the data active means inhibition mostly above about 36%, no sharp cut-off; inactive means mostly below about 34%;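 further: HEK-293T reporter cells stimulated with the NOD1 agonist gamma-tri-DAP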
# NTR1 ag = agonists of NTR1, primary screen, imaging, U2OS cells, beta-arrestin-GFP, high content (AID 493036); P30989; NTR1-U2OS beta-arrestin-GFP spot imaging, agonist mode; activation, % at 20 µM; hit rate 0.17% among 330,000;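 active means activation at or above 40% of the spot to cytoplasm intensity ratio, with at least 20 cells analyzed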;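 further: 0% = DMSO without peptide and 100% = 100 nM NTR1 peptide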
# Target sequence (P30989 whole entry, looked up): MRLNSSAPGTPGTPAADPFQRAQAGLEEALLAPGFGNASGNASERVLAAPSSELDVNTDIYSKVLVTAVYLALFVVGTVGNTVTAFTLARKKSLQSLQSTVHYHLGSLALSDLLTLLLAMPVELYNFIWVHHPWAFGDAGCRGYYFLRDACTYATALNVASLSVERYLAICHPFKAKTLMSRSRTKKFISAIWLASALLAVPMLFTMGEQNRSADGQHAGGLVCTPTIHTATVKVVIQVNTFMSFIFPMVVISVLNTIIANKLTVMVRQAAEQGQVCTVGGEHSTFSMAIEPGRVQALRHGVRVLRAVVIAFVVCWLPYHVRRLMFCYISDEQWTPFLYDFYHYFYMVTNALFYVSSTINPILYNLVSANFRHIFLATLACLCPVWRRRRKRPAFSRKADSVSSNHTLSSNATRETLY
# NTR1 ag cell count 20 µM = recorded beside NTR1 ag, whose call it bears; cell count; measured here: cell count, cytotoxicity flag
# * marks the source's active call; other numbers are inactive results; i = inactive; . = not tested or not shown; [ ] = remark or other dose. Unless noted, no stated cut-off is given here; in the data, active means inhibition above about 50%; inactive means the rest. This is a subset; rates above refer to the full screens.
SMILES,TNAP activation fold,NOD2 inhibition,ER stress rescue,GPR55 beta-arrestin,Yfh1-off respiration,KOR beta-arrestin-1,KOR beta-arrestin-2,NOD1 inhibition,NTR1 ag,NTR1 ag cell count 20 µM
COc1ccccc1-n1c(-c2ccc(F)cc2)coc1=O,.,8%,.,-0.1%,.,25%,-2.3%,-7%,-0.5,88
CCOC(=O)c1nc(Nc2ccc(C(=O)O)cc2)c2ccccc2n1,1.1,7%,0.5%,-0.2%,i,11%,-2.9%,0%,-0.5,46
COc1cc(/C=C(\C#N)C(=O)Nc2ccc(C(=O)O)cc2)ccc1OC(=O)c1cccc(F)c1,.,-12%,.,0.3%,.,-55%,7.8%,5%,3.9,51
c1ccc(N/N=C(\Cc2nc3ccccc3[nH]2)c2ccccc2)cc1,1.1,-4%,-1.7%,-0.3%,i,7%,1.5%,-33%,18,72
CCCNc1c(N)c(=O)c1=O,.,-3%,.,-0.3%,i,-1%,.,-5%,0.1,41
CCOc1ccc(N2C(=O)C3ON(c4ccccc4)C(c4cccs4)C3C2=O)cc1 (stereo not drawn),1,6%,3.6%,0.4%,i,-23%[20 µM],.,-35%,2.2,33
Cc1ccc(N2CCN(/N=C/C3=C(N4CCOCC4)C(=C\c4ccccc4)/CC3)CC2)cc1,.,-15%,.,-1.9%,i,8%,1.5%,-14%,5.1,54
Cc1ccc(S(=O)(=O)NCc2ccc(C(=O)NC3CCCCC3)cc2)cc1,.,16%,.,0.0%,.,-17%,3.1%,0%,0.7,74
CCn1c(SCC(=O)NC2CC2)nnc1-c1ccc(F)cc1,.,24%,.,0.5%,.,-15%,4.4%,-13%,0.9,61
CSc1ccc(CNCCCN(C)C)cc1,1,2%,4.5%,-0.2%,i,27%,-1.7%,-28%,0.3,71
CC1(c2ccccc2)NC(=O)N(CC(=O)Nc2ccc3c(c2)OCO3)C1=O (stereo not drawn),1.1,-9%,-3.2%,0.0%,i,-21%,3.4%,-22%,2.0,84
COc1ccccc1NC(=O)C(=O)/C=C(\O)c1ccccc1,.,13%,.,-0.1%,i,-6%,4.0%,0%,0.2,47
COc1ccc(CCN(C)C2CCCN(C(=O)CCSC)C2)cc1OC (stereo not drawn),.,-2%,.,0.0%,.,-44%[20 µM],1.5%,-28%,0.0,66
COCc1cc(C)nc(SCC[N+](C)(C)CC(=O)Nc2ccccc2)c1C#N,1,-8%,.,0.4%,i,7%,2.5%,-37%,-1.5,29
CC1(c2ccccc2Cl)NC(=O)N(CC(=O)Nc2ccc3c(c2)OCO3)C1=O (stereo not drawn),1.1,-5%,-0.1%,1.6%,i,-21%,-2.3%,-28%,-0.6,40
CCN1CCN(C(=O)c2cc3c(s2)-c2c(C)cccc2OC3)CC1,.,-33%,.,-0.3%,.,-37%[20 µM],-1.9%,-30%,-1.5,46
Cc1oc(-c2cccc(Cl)c2)nc1CN1CCCC(C(=O)NCCCN2CCOCC2)C1 (stereo not drawn),1.1,17%,-1.7%,0.3%,.,-21%,3.0%,13%,-2.7,108
O=C1CC(N2CCSCC2)C(=O)N1CCc1ccccc1 (stereo not drawn),1.1,-1%,.,-0.1%,i,-1%,-1.9%,-35%,0.6,80
COC(=O)NC1CSCC1OC(=O)CCN1C(=O)c2ccccc2C1=O (stereo not drawn),1.1,-6%,-1.8%,-0.1%,i,-2%,-3.0%,-36%,-1.0,55
Cc1cccc(OCC(=O)N2CCN(C(=O)CCC3CCCC3)CC2)c1,1.1,2%,-0.1%,-0.2%,i,-34%,-8.9%,14%,0.8,44
C/C(=N\Nc1cc(C)nc(NCc2ccccc2)n1)c1cccc([N+](=O)[O-])c1,.,5%,.,-0.3%,i,17%,5.5%,-8%,10,60
CCOc1c(OC)cccc1C(=O)NCC1(c2ccccc2)CCCC1,.,10%,.,-0.3%,.,-2%,-7.1%,-2%,10,79
Cc1cc(NC(=O)CCC(=O)N(c2ccc(F)cc2)C2(C(=O)NC3CCCCC3)CCCC2)no1,1.1,-8%,1.2%,-0.3%,.,0%,-4.5%,-25%,1.0,87
O=C(CN(C(=O)CNS(=O)(=O)c1ccccc1)c1ccc2c(c1)OCCO2)NCc1ccco1,1.1,-6%,1.1%,-0.1%,i,-14%,1.2%,-18%,0.9,59
COc1ccc(/C=N/N(C)C2=NS(=O)(=O)c3ccccc32)cc1,.,2%,.,-0.1%,.,-19%,1.6%,-4%,-1.4,63
CNC(=S)NCC(O)c1ccc([N+](=O)[O-])cc1 (stereo not drawn),1.1,13%,-0.7%,0.2%,i,-13%,-5.7%,-15%,-0.2,44
Cc1ccc(S(=O)(=O)N2CCN(C(=O)COC(=O)c3cc(C)oc3C)CC2)cc1,1.2,10%,-0.6%,-0.1%,.,-2%,-2.7%,-35%,-1.1,65
Cc1cc(C)c[n+](C(C)C(=O)c2ccc(-c3ccccc3)cc2)c1 (stereo not drawn),0.8,53%*,-1.1%,-0.3%,i,-14%,-1.1%,63%,-0.2,46
Cc1cccn2c(=O)c(C=Nc3ccccc3)c(NCCO)nc12,1.1,-8%,-0.8%,-0.3%,i,-62%,5.5%,9%,3.1,54
Nc1nnc(-c2cccc([N+](=O)[O-])c2)s1,1.1,-13%,0.3%,-0.2%,i,6%,-2.6%,-30%,-0.8,39

# Part of the list above with just Yfh1-off respiration:
canonical_smiles | Yfh1-off respiration
C/C(=N\Nc1cc(C)nc(NCc2ccccc2)n1)c1cccc([N+](=O)[O-])c1 | i
Cc1cc(C)c[n+](C(C)C(=O)c2ccc(-c3ccccc3)cc2)c1 (stereo not drawn) | i

# Additional structures follow.
SMILES,TNAP activation fold,NOD2 inhibition,ER stress rescue,GPR55 beta-arrestin,Yfh1-off respiration,KOR beta-arrestin-1,KOR beta-arrestin-2,NOD1 inhibition,NTR1 ag,NTR1 ag cell count 20 µM
COc1ccc(-c2nc3c(c4nnc(SC(C)C(=O)Nc5ccccc5)n24)COC(C)(C)C3)cc1 (stereo not drawn),1,5%,1.2%,-0.3%,i,-10%,-1.3%,-20%,16,67
COc1cccc2sc(Nc3nnc(-c4ccccc4Cl)o3)nc12,1.5,-112%,.,-0.1%,i,39%,-5.0%,-18%,6.5,88
Cc1ccc(S(=O)(=O)c2nc(-c3cccs3)oc2NCCCN(C)C)cc1,1.1,10%,0.5%,-0.1%,i,-5%,-0.8%,-27%,-1.0,42
CCC(C)(C)NC(=O)C(c1ccc(C)cc1)N(CC1CCCO1)C(=O)CNC(=O)c1cccs1 (stereo not drawn),1,2%,0.7%,-0.4%,i,22%,-1.0%,-18%,-0.9,43
O=C(NCCOc1ccccc1)c1ccccc1NC(=O)C1CCCO1 (stereo not drawn),1.2,-40%,1.0%,-0.5%,i,2%,-2.2%,-59%,-0.4,65
COc1ccc(/C=C2\C(=N)N3N=C(CC(=O)N4CCOCC4)SC3=NC2=O)cc1,.,7%,.,-0.2%,.,9%,1.6%,3%,-0.3,60
Cc1c(C(=O)NC(C)CN2CCCCC2)oc2ccccc12 (stereo not drawn),1.1,-20%,-0.6%,-0.4%,i,-5%,-1.4%,-23%,1.8,67
Cc1onc(-c2c(F)cccc2Cl)c1C(=O)ONC(=O)c1ccco1,.,14%,.,-0.2%,i,4%,0.8%,-4%,-0.7,53
Cc1nn2c(=O)c(NC(=O)c3ccc(F)cc3)cnc2s1,1.1,-1%,1.5%,-0.1%,i,18%,-0.4%,-9%,2.9,27
CCOC(=O)C1(Cc2cccc(OC)c2)CCN(Cc2cc(OC)ccc2OC)CC1,1.1,3%,-0.3%,-0.2%,i,8%,-0.2%,-10%,1.7,41
CC1(C)Oc2ccc3ccc(=O)oc3c2/C(=C/Nc2ccccn2)C1=O,1.1,9%,-0.1%,-0.2%,i,-5%,2.6%,3%,6.1,49
CCN(Cc1ccccc1)C(=O)C1CCN(c2ncnc3c2nc2n3CCCCC2)CC1,.,24%,.,-0.1%,.,-17%,-1.0%,-2%,-1.0,47
COc1ccc(CCNC(=O)c2cc(=O)[nH]c3ccccc23)cc1,.,9%,.,-0.1%,.,-12%,-3.5%,-24%,-0.3,45
COC(=O)c1sccc1NC(=O)COc1ccc(Cl)cc1Cl,1.1,-65%,-2.2%,-0.3%,i,6%,-1.2%,-36%,4.4,73
Cc1ccc2c(=O)cc(C(=O)Nc3ccc(S(=O)(=O)Nc4onc(C)c4C)cc3)oc2c1,.,-3%,.,0.6%,.,26%,-3.4%,1%,1.4,65

# 6 compounds from above, ordered by length of the SMILES, descending:
SMILES,TNAP activation fold,NOD2 inhibition,ER stress rescue,GPR55 beta-arrestin,Yfh1-off respiration,KOR beta-arrestin-1,KOR beta-arrestin-2,NOD1 inhibition,NTR1 ag,NTR1 ag cell count 20 µM
COc1ccc(-c2nc3c(c4nnc(SC(C)C(=O)Nc5ccccc5)n24)COC(C)(C)C3)cc1 (stereo not drawn),1,5%,1.2%,-0.3%,i,-10%,-1.3%,-20%,16,67
CCC(C)(C)NC(=O)C(c1ccc(C)cc1)N(CC1CCCO1)C(=O)CNC(=O)c1cccs1 (stereo not drawn),1,2%,0.7%,-0.4%,i,22%,-1.0%,-18%,-0.9,43
CCN(Cc1ccccc1)C(=O)C1CCN(c2ncnc3c2nc2n3CCCCC2)CC1,.,24%,.,-0.1%,.,-17%,-1.0%,-2%,-1.0,47
CC1(C)Oc2ccc3ccc(=O)oc3c2/C(=C/Nc2ccccn2)C1=O,1.1,9%,-0.1%,-0.2%,i,-5%,2.6%,3%,6.1,49
COc1cccc2sc(Nc3nnc(-c4ccccc4Cl)o3)nc12,1.5,-112%,.,-0.1%,i,39%,-5.0%,-18%,6.5,88
Cc1c(C(=O)NC(C)CN2CCCCC2)oc2ccccc12 (stereo not drawn),1.1,-20%,-0.6%,-0.4%,i,-5%,-1.4%,-23%,1.8,67

# Shown as a hit in NOD2 inhibition (from the list above):
canonical_smiles,TNAP activation fold,NOD2 inhibition,GPR55 beta-arrestin,KOR beta-arrestin-1,KOR beta-arrestin-2,NOD1 inhibition
Cc1cc(C)c[n+](C(C)C(=O)c2ccc(-c3ccccc3)cc2)c1 (stereo not drawn),0.8,53%*,-0.3%,-14%,-1.1%,63%
